SSB-PriA inh = inhibitors of Klebsiella pneumoniae PriA binding to SSB C-terminal tail, primary screen, biochemical, AlphaScreen; AlphaScreen SSBct-PriA binding, biotinylated peptide; inhibition, % at 33 µM; 430,000 tested, 0.6% active; AID 1272365, 2023; in the data active means inhibition mostly above about 37%, no sharp cut-off; inactive means mostly below about 20%;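 further: plate controls were negative control peptide for no effect and reference peptide for full effect; strong numbers were not always called active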
* hit, by the source's call; & = joins results of further samples.

SMILES	SSB-PriA inh
CSc1nn(CC(=O)Nc2ccc(F)cc2F)c(N)c1-c1nc(-c2ccc3c(c2)OCO3)no1	-1
COc1cc([N+](=O)[O-])cc2cc(C(=O)N3CCN(c4cc(Cl)ccc4Cl)CC3)c(=O)oc12	22
Cc1cc(C(=O)N(CCCN2CCOCC2)c2nc3c(Cl)cccc3s2)nn1C	4
CCc1nnc(C2CCN(C(=O)NCc3ccc(F)cc3)CC2)s1	-18
O=C(Cc1cccc2ccccc12)Nc1ccc(O)c(-c2nc3ccccc3s2)c1	-2
O=C(CCSc1ccccc1)Nc1cc(N2CCN(Cc3ccccc3)CC2)ncn1	-6
CN(C)S(=O)(=O)c1ccc(C(=O)Nc2cccc(-c3ccc(=O)n(C)n3)c2)cc1	-15
O=C(Nc1cnc(N2CCCC2)nc1)Nc1ccc2c(c1)OCCO2	-5
CC(C)=C(NC(=O)c1ccccc1)C(=O)NN=Cc1ccc(O)cc1	-10
Cc1cc(C)c(S(=O)(=O)N2CCOC23CCNCC3)c(C)c1	-8
COC(=O)c1ccccc1NC(=O)CSC1=NC(C)=C(C(C)=O)[C@H](c2ccc(Cl)cc2)C1C#N (stereo not given in full)	-4
CCOC(=O)C1=C(N)n2c(sc(=Cc3ccco3)c2=O)=C(C(=O)OCC)C1c1ccco1 (stereo not given)	18
Cc1nnc(NC(=O)CSc2nnc(CNC(=O)c3cccs3)n2-c2ccc(Cl)c(Cl)c2)s1	-6
CCOc1ccc(C(=O)NCC2CCN(Cc3cccs3)CC2)cc1OCC	-13&-4
O=C(Cn1c(=O)oc2ccccc21)N1CCN(C(=O)c2cnn3c2CCCC3)CC1	-20
COC(=O)Nc1ccc(S(=O)(=O)N2CCCC(C(=O)N(C)Cc3ccccc3)C2)cc1 (stereo not given)	0
CCOc1ccccc1NC(=O)Cn1c(-c2ccc(F)cc2)ncc(C#N)c1=O	-6
CCCCOc1ccc(-c2cc3c(=O)n(CC(=O)Nc4ccc(OC)c(Cl)c4)ccn3n2)cc1	-5
Cc1cc(-c2nnc(NC(=O)c3cc(Cl)sc3Cl)o2)nn1C	-16
O=S(=O)(NCCC1=CCCCC1)c1ccc(C2CCCCC2)cc1	1
CSc1ncccc1C(=O)N1CCC2(CC(=O)c3ccccc3O2)C1 (stereo not given)	-5
O=c1cc(CN2CCOCC2)c2cc3c(cc2o1)CCC3	-14
COc1ccc(C(O)=C2C(=O)C(=O)N(CC3CCCO3)C2c2ccc(OC)c(OC)c2)cc1 (stereo not given)	-12
O=C(CSc1ccc(-c2ccncc2)nn1)NC1CCCC1	-14&0
COc1ccc(C(=O)N2CCC(Oc3cccnn3)CC2)cc1OC	-3
O=C1CCc2cc(S(=O)(=O)NCc3cccs3)cc3c2N1CCC3	2&-15
O=C(c1ccncc1)N1CCC(Oc2ncccc2Br)CC1	-10
O=S(=O)(c1cccc(Cl)c1)c1nnn2c1nc(Nc1ccc(F)cc1)c1sccc12	-4
C=c1ccccc1=C1N=C([C@H]2CC(=O)N(Cc3cccs3)C2)NO1	-3
O=C(CC(c1ccccc1)c1ccccc1)NCCn1nc(-c2cccnc2)ccc1=O	-5
O=C(Nc1nc(-c2nc3ccccc3s2)cs1)c1sc2ccccc2c1Cl	-8
O=S(=O)(NCCc1ccc(N2CCCC2)cc1)c1ccccc1	31
CC(=NOCC(=O)O)c1ccc(Cl)cc1	3
COc1cc(C)c2occ(C(C)=NO)c2c1	-5
CS(=O)(=O)N1CCC(C(=O)N2CCN(c3nc(-c4ccsc4)cs3)CC2)CC1	-13
Cc1c(Cl)cccc1S(=O)(=O)NC[C@@](C)(O)Cc1ccco1	-14
O[C@H](c1ccncc1)c1c(-c2ccccc2)[nH]c2ccccc12	2
O=C(NCc1cccs1)C(=O)NCC1(c2cccs2)CCCC1	-11&-7
COc1ccc(S(=O)(=O)NCC2CCN(C3CCCC3)CC2)cc1Cl	0
CCOc1cc(C=NNC(=O)CSc2cccc3cccnc23)ccc1O	-2
COc1ccc(CCC(=O)NC[C@](C)(OC)c2cccc(Cl)c2)cc1	-4
CC(C)(C)n1ncc2c(=O)n(CCC(=O)NCc3ccc(F)cc3)cnc21	-1
O=C1CC(c2ccco2)SCCN1 (stereo not given)	-5
O=C(O)COc1ccccc1/C=C1/SC(=S)N(NC(=O)c2ccco2)C1=O	-3
CCN1CCCc2cc(CCNC(=O)C(=O)NCCc3ccccc3)ccc21	32
COc1cc([N+](=O)[O-])cc2sc(N)nc12	12
CCN1C(=O)/C(=C/c2cc(Br)c(OC)cc2OC)NC1=S	3
Cc1onc(-c2ccccc2Cl)c1C(=O)NCCn1nc(C2CC2)n(-c2ccccc2)c1=O	-13
C=CCn1c(=NC(=O)c2ccc(Br)s2)sc2cc(S(N)(=O)=O)ccc21	-10
CC(C)c1ccc(NC(=O)CCCn2nc(-c3ccco3)ccc2=O)cc1	2
CONC=C(C=Nc1ccc(Cl)cc1Cl)c1ncc(C(F)(F)F)cc1Cl	-11
CCOc1ccc(S(=O)(=O)NCC(=O)N2CCOC(c3ccccc3)C2)cc1C (stereo not given)	-6
Cn1cc(/C=C/C(=O)O)c2ccccc21	-3
Cc1cc(NN=Cc2ccccc2O)c2ccccc2n1	-3
O=C(NCCN1CCN(c2ccccc2)CC1)c1ccc(Br)o1	-4
Cc1csc(C(=O)N2CC(Oc3nccs3)C2)c1	-5
COc1cccc(C=NNc2nncc(-c3ccccc3)n2)c1	-2
Cn1c(=NNC(=O)c2ccccc2Br)sc2ccccc21	-12
Nn1c(Cc2ccccc2)nn2c(=O)c3ccccc3nc12	-7
CC(=O)Oc1ccc(C=c2sc3ncnn3c2=O)cc1	-9
(list continues)
SMILES	SSB-PriA inh
O=C(Cc1csc(NS(=O)(=O)c2ccc(Cl)cc2)n1)Nc1ccc(F)c(F)c1	0
Cc1cc(C)nc(OC2CCC(NC(=O)C3CC=CCC3)CC2)n1 (stereo not given)	-3
CC(C)(C)c1ccc(C(=O)NNC(=O)c2ccc(=O)n(Cc3ccccc3)c2)cc1	-13
Cc1ccc(C(O)=C2C(=O)C(=O)N(c3ccccn3)[C@@H]2c2cccc(Br)c2)cc1	-8
O=C(O)C1CCCN(c2cc(C3CC3)ncn2)C1 (stereo not given)	1
CS(=O)(=O)N1CCCC(C(=O)Nc2c3c(nn2-c2ccccc2)CCC3)C1 (stereo not given)	-8
O=C(Nc1nc(-c2cccnc2)cs1)c1cc(Cl)sc1Cl	-5
C=CCNC(=O)C(=O)NCC(c1ccc2c(c1)CCN2C)N(C)C (stereo not given)	10
CC(C)CS(=O)(=O)C1CN(C(=O)CSC2CCCC2)C1	-3
O=C(Nc1cnc(N2CCN(c3ccccn3)CC2)nc1)Nc1cccc(C(F)(F)F)c1	-3
COc1ccc2nc(-c3ccc(C)c(NC(=O)COc4ccc(Cl)cc4)c3)cn2n1	-7&11
N#Cc1ccc(S(=O)(=O)c2c[nH]c3c(F)cccc3c2=O)cc1	-22
O=C(NCc1nc2ccccc2[nH]1)c1cc(-c2ccccc2)n(C2CCS(=O)(=O)C2)n1 (stereo not given)	9
CCS(=O)(=O)Nc1ccc2c(c1)C(=O)NCCO2	3
Cc1cc(C)c(S(=O)(=O)NCCc2sc(C)nc2C)c(C)c1	0

An excerpt from above in order of formula weight, lowest first.
SMILES	SSB-PriA inh
COc1ccc2nc(-c3ccc(C)c(NC(=O)COc4ccc(Cl)cc4)c3)cn2n1	-7&11
O=C(Nc1cnc(N2CCN(c3ccccn3)CC2)nc1)Nc1cccc(C(F)(F)F)c1	-3
O=C(Cc1csc(NS(=O)(=O)c2ccc(Cl)cc2)n1)Nc1ccc(F)c(F)c1	0

(listing goes on)
SMILES	SSB-PriA inh
Cc1ccc(C(=O)NN=Cc2ccc(OC(=O)c3ccccc3Cl)cc2)cn1	-4
O=C(COc1ccccc1-c1ccccc1)NN=Cc1ccc2ccccc2c1	-11
O=[N+]([O-])c1cc(Cl)cc2cccnc12	49
Cn1cnnc1S(=O)(=O)C1CCN(C(=O)Cc2noc3ccccc23)CC1	2
CCOCC(=O)NCC[C@H](O)c1ccoc1	-2
Cc1nnc2ccc(OCCNS(=O)(=O)c3ccccc3C(F)(F)F)nn12	9
Cc1c(Cl)ccc2sc(NC(=O)CSc3ccccc3)nc12	-5
O=C(Nc1nc(-c2ccc3c(c2)OCO3)cs1)c1ccc2c(c1)CCCC2	2
COC(=O)c1sccc1NC(=O)CCc1ccc(=O)n(C)n1	-6
CC(=NNC(=O)CC1N=C(Cc2ccccc2)NNC1=O)c1cccnc1 (stereo not given)	-4
O=C(Nc1nc2c(s1)Cc1ccccc1-2)c1nc2ccccc2s1	1
CCOc1ccc(-c2cccc(NC(=O)c3ccccc3F)c2)nn1	5
COc1ccccc1N1CCN(C(C)(C)CN)CC1	-4
COc1ccc2nc(-n3nc(C)cc3NC(=O)c3ccc4c(c3)CCCC4)sc2c1	-3
O=C(NCCCc1ccccc1)Nc1ccc(N2CCCS2(=O)=O)cc1	-20
CSc1ccccc1NC(=O)c1ccc(=O)n(Cc2cccc(Cl)c2)c1	-18&10
CC(=NNC(=O)CC1N=C(Cc2ccccc2)NNC1=O)c1ccncc1 (stereo not given)	-8
CC(=NNC(=O)c1ccc(C)s1)c1ccncc1	-15
O=C(CNC(=O)c1cccc(F)c1)NN=Cc1cc(Br)ccc1OCc1ccccc1	-16
CCC(=O)N1CCc2ccc(NC(=O)c3ccc(C(F)(F)F)cc3)cc2C1	6
O=C1CCc2cc(NC(=O)c3ccccc3S(=O)(=O)C(F)F)ccc2N1	-1
CC(=O)C(=NNc1ccccc1C)N1CCOCC1	-3
COc1ccc(-c2nnc(SCC(=O)NC3CCCCC3)n2-n2cccc2)cc1	10
Cn1c(SCC(=O)NN=C/C=C/c2ccccc2[N+](=O)[O-])nc2ccccc21	5
Cc1cc(NC(=O)c2ccc3c(c2)OCCO3)n(C(C)C)n1	-14&-10
CC(C)(Oc1ccc(Cl)cc1)C(=O)N1CCCC(Cc2nc(-c3ccsc3)no2)C1 (stereo not given)	-9
NC(Cc1cccs1)=NOC(=O)COc1ccc(Cl)cc1Cl	-133
O=C(Nc1ccccc1C(F)(F)F)c1cccn(OCc2ccc(F)cc2)c1=O	-7
CCSc1ccccc1C(=O)Nc1sc(C)c(C)c1C(=O)NC	-4
O=C(NCCn1nc(-c2cccs2)ccc1=O)Nc1ccc(C(F)(F)F)cc1	-9

Exported comma-delimited: 18 of the compounds above.
Molecule,SSB-PriA inh
CS(=O)(=O)N1CCCC(C(=O)Nc2c3c(nn2-c2ccccc2)CCC3)C1 (stereo not given),-8
O=C(Nc1nc(-c2cccnc2)cs1)c1cc(Cl)sc1Cl,-5
C=CCNC(=O)C(=O)NCC(c1ccc2c(c1)CCN2C)N(C)C (stereo not given),10
CC(C)CS(=O)(=O)C1CN(C(=O)CSC2CCCC2)C1,-3
O=C(Nc1cnc(N2CCN(c3ccccn3)CC2)nc1)Nc1cccc(C(F)(F)F)c1,-3
COc1ccc2nc(-c3ccc(C)c(NC(=O)COc4ccc(Cl)cc4)c3)cn2n1,-7&11
N#Cc1ccc(S(=O)(=O)c2c[nH]c3c(F)cccc3c2=O)cc1,-22
O=C(NCc1nc2ccccc2[nH]1)c1cc(-c2ccccc2)n(C2CCS(=O)(=O)C2)n1 (stereo not given),9
CCS(=O)(=O)Nc1ccc2c(c1)C(=O)NCCO2,3
Cc1cc(C)c(S(=O)(=O)NCCc2sc(C)nc2C)c(C)c1,0
Cc1ccc(C(=O)NN=Cc2ccc(OC(=O)c3ccccc3Cl)cc2)cn1,-4
O=C(COc1ccccc1-c1ccccc1)NN=Cc1ccc2ccccc2c1,-11
O=[N+]([O-])c1cc(Cl)cc2cccnc12,49
Cn1cnnc1S(=O)(=O)C1CCN(C(=O)Cc2noc3ccccc23)CC1,2
CCOCC(=O)NCC[C@H](O)c1ccoc1,-2
Cc1nnc2ccc(OCCNS(=O)(=O)c3ccccc3C(F)(F)F)nn12,9
Cc1c(Cl)ccc2sc(NC(=O)CSc3ccccc3)nc12,-5
O=C(Nc1nc(-c2ccc3c(c2)OCO3)cs1)c1ccc2c(c1)CCCC2,2

The list continues.
SMILES	SSB-PriA inh
CCOc1ccccc1NC(=O)c1cc(-c2ccc(Cl)cc2)oc1C	-1
O=C(c1ccc(Br)o1)N1CCS[C@H](c2ccco2)CC1	7
CSc1ccccc1-c1nnc(NC(=O)COc2ccc(Cl)cc2Cl)o1	-5
COC(=O)Cn1c(/C=C/c2ccccc2)nc2ccccc21	-6
O=C(COc1cccc2ccc(N3CCN(C(=O)c4ccco4)CC3)nc12)NC[C@H]1CCCO1	-12
O=C(COc1ccccc1)NCCN1CCOC(c2ccccc2)C1 (stereo not given)	-6
COc1ccc(S(=O)(=O)NCC(c2ccsc2)N2CCN(C)CC2)cc1Cl (stereo not given)	9
Cc1ccccc1C(=O)Nc1cccc(C(=O)NN=Cc2ccccn2)c1	-5
O=C(Nc1nnc(-c2ccc(Cl)cc2Cl)o1)C1CC1	12
CCN(CC)C(=O)Nc1ccc(F)cc1	-9
CCOc1ccc(S(=O)(=O)N2CCN(c3cccc(Cl)c3)CC2)c2ccccc12	-5
Cc1nc(-c2ccccc2NC(=O)c2cc3ccccc3o2)cs1	4
Cc1ccc(C(=O)NCC(=O)NN=Cc2cccs2)cc1[N+](=O)[O-]	-14
O=C(O)C1Cc2[nH]cnc2C(c2ccccc2)N1C(=S)Nc1ccc(Cl)cc1 (stereo not given)	22
N[C@H]1CCCOC1	-16
CN(C)c1ccc(CCNS(=O)(=O)c2cccc(F)c2)cc1	11
COc1ccc(-c2cn3c(C(=O)Nc4cccc(OC)c4)csc3n2)cc1	-1
CN1CCc2nc(N)sc2C1	-3
O=C(COc1ccc(Cl)cc1Cl)NCC1CCN(Cc2ccco2)CC1	-15
CN1C(=O)C(C)(C)COc2ccc(NC(=O)c3cccc(F)c3)cc21	18
O=S(=O)(NCCc1csc(-c2cccnc2)n1)c1cccnc1	-23
O=C(c1ccccc1Cl)N1CCC[C@H](Cc2nc(-c3ccsc3)no2)C1	8
Cc1ccc(C)c(Cn2nc(C3CCN(S(C)(=O)=O)CC3)n(C)c2=O)c1	-8
Cc1ccc(F)cc1NC(=O)CSc1nccn2nc(-c3ccc(F)cc3)cc12	-18
O=C(Nc1cccc(-c2nc3ccccc3[nH]2)c1)c1ccc(Oc2ccc(C(=O)Nc3cccc(-c4nc5ccccc5[nH]4)c3)cc2)cc1	3
CCOC(=O)C(CC)Sc1nnc(NC(=O)c2ccc3c(c2)OCO3)s1 (stereo not given)	3

Not all compounds are listed; count on the stated rates, not on these rows.
